Bioassay records deposited in PubChem by several laboratories.
Jurkat tox 60K: cytotoxic compounds reducing Jurkat cell viability; inhibition, % at 4 µM; hit rate 1.2% among 56,000; Jurkat E6.1 viability, ATP luminescence, 48 h;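 active = inhibition above the mean inhibition of all tested compounds plus 3 SD, cut at about 28% in these data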
M1 agonist: M1 muscarinic receptor agonism | hit rate 3% among 64,000 | B-score at 10 µM | CHO-M1 cells, Fluo-4 calcium fluorescence, agonist mode; active compounds read high;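 active = fluorescence rise, raw or as B-score row- and column-corrected plate score, outside the 99.7% band of its plate's samples, either direction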
S1P3 ag: activates the human S1P3 receptor; S1P3 NFAT-BLA reporter cells, agonism, FRET ratio; relative to 1 µM S1P, basal subtracted; activation, % at 4.5 µM; hit rate 0.1% among 60,000; AID 373;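 active = activation above the screen-wide mean plus 3 SD, cut at about 4.5% in these data, passing the limit was not always enough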; also: some compounds called inactive have numbers as strong as hits
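Measure – % activation relative to 1 µM S1P (100%), per plate · System – stable CHO line with human S1P3, Gα16, NFAT-BLA reporter · Timing – cells plated overnight, compound 4 h 37 °C, substrate 2 h RT · Technique – fluorescent BLA substrate, ex 405 nm, em 460/535 nm ratio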
M1 antagonist: M1 muscarinic receptor (rat) antagonism. CHO-M1 cells, Fluo-4 calcium, ACh EC80 antagonist mode; active compounds read low. B-score at 10 µM. hit rate 3.4% among 64,000. P08482. AID 628;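 active = calcium fluorescence response, raw or row-and-column corrected B-score, differing from the plate sample mean either way at a set confidence level, mostly lower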
Ec RNAP inh: blocks E. coli RNA polymerase transcription. P0A8V2. fluorescence transcription assay. inhibition, %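 (tested at 10 µM)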. hit rate 0.2% among 62,000; in the data active = inhibition above about 20%;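 also: 0% = enzyme without compound and 100% = no enzyme blank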
Target sequence (P0A8V2 whole entry, looked up): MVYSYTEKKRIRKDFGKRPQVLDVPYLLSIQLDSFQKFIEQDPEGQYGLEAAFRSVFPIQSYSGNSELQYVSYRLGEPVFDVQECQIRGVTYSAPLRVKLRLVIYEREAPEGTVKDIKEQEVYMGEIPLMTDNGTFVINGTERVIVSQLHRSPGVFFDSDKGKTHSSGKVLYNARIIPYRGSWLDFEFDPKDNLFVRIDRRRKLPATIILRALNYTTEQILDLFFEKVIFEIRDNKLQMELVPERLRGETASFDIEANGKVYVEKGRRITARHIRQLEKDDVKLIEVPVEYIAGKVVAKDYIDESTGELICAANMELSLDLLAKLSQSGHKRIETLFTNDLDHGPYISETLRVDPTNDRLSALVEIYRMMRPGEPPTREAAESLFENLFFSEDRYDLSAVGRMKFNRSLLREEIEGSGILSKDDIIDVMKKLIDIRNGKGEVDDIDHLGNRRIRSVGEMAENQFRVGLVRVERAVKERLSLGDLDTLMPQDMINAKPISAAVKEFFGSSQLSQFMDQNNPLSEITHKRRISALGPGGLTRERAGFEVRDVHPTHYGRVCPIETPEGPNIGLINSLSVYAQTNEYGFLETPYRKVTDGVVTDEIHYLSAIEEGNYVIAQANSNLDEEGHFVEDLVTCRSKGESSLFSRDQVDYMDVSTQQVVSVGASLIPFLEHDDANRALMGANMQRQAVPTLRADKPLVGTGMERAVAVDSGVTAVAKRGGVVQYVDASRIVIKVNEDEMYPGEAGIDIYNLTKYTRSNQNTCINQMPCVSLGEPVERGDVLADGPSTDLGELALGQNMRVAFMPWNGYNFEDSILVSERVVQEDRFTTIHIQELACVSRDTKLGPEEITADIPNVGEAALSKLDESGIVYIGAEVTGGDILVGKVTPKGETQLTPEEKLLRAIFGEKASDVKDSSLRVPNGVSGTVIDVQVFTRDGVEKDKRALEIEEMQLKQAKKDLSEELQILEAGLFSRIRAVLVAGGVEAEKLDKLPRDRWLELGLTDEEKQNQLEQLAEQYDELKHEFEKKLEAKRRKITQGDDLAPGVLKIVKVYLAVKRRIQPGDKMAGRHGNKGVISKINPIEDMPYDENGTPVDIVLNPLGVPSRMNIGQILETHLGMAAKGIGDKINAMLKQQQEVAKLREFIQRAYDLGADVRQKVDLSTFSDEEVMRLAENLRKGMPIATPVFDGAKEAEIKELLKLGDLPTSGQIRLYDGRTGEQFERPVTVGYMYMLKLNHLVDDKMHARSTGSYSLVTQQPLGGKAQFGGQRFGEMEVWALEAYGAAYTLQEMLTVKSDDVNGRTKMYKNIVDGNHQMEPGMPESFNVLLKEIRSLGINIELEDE
S1P1 ag pot: activates or potentiates agonism at human S1P1 receptor; activation, % at 9.5 µM; hit rate 0.57% among 56,000; S1P1 CRE-bla cells, forskolin, beta-lactamase FRET, potentiator mode; S1P1 agonist co-added at EC20, 2 nM; 100% = saturating reference agonist, 0% = basal;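 active = activation above a cutoff set at the mean activation of all tested compounds plus 3 SD, cut at about 54% in these data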;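 also: forskolin at 4 µM as EC80 and the EC20 agonist is SEW2871; 100% = SEW2871 at its EC100 plus forskolin at EC80; some compounds past the cut are filed as inactive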
TNAP act mid DEA: activates human TNAP at intermediate phosphate acceptor concentration. 64,000 tested, under 10 active. P05186. purified TNAP, CDP-star luminescence, 100 mM DEA, 30 min; active compounds read high; scale: 0 levamisole-inhibited, 1 vehicle-only enzyme. activation factor at 20 µM. AID 813;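 active = activation factor of at least 2 at 20 µM, relative to controls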
HEK293 NFkB inh: inhibitors of the PMA/ionomycin-induced NF-kB reporter in HEK293 cells. HEK-293 NF-kB luciferase reporter, luminescence. inhibition, % at 3 µM. hit rate 0.21% among 62,000. AID 465;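 active = inhibition above the mean of all tested compounds plus 3 SD, cut at about 40% in these data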;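 also: 0% = stimulated DMSO wells and 100% = 10 µM reference inhibitor 5653914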
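Signal: luciferase luminescence; Material: HEK-293 cells with stable firefly luciferase reporter driven by four HIV NF-kB elements; Probe or stimulus: PMA with ionomycin; Replication: tested once; Times: 1 h compound pretreatment, then 16 h stimulation at 37 °C, 5% CO2; Benchmarks: DMSO and 10 µM reference inhibitor; Evaluation: per-plate % inhibition versus controls.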
D1 mod: allosterically modulates the human D1 dopamine receptor | P21728 | HEK293 D1, CRE-luciferase, dopamine EC30 potentiation; actives deviate in either direction | B-score at 10 µM | hit rate 5.9% among 58,000 | AID 641;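 active = luminescence count or its row- and column-corrected plate score outside the 99.7% band of the plate's sample wells, on either side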
Starred values were filed as active, the others as inactive; / = not tested or not shown.

SMILES	Jurkat tox 60K	M1 agonist	S1P3 ag	M1 antagonist	Ec RNAP inh	S1P1 ag pot	TNAP act mid DEA	HEK293 NFkB inh	D1 mod
CCN1CCCC(NC(=O)c2scc3c2CCCC3)C1 (configuration not stated)	-1	0.35	-1.1	-0.47	10	-5	1	-1	-1.3
CCOC(=O)C1=C(c2ccccc2)OC(N)=C(C#N)C1c1ccco1 (configuration not stated)	1	-2.1	0.1	-0.47	10	-5	0.9	27	0.52
Cc1nc(C)c(C(=O)Nc2ccc(C)c(F)c2)o1	5	-0.57	-0.8	-0.011	8	2	0.8	20	-0.53
COc1cc(S(=O)(=O)NCCN2CCOCC2)c(OC)cc1Cl	-8	-0.95	-0.7	-0.19	13	/	0.9	-9	-0.25
COc1ccccc1NC(=O)N(Cc1ccco1)Cc1cc2ccc(C)c(C)c2[nH]c1=O	80*	1	-0.3	-0.046	3	2	0.8	16	1
COCCn1c(SCC(=O)NCCc2ccccc2)nnc1-c1ccco1	1	0.13	-0.5	0.027	-1	5	0.9	16	-0.42
CC(=NCc1ccco1)c1c(O)n(C2CCCCC2)c(=O)[nH]c1=O	0	0.16	-0.8	-0.054	8	-9	0.9	11	11*
COC(=O)CC(=O)CSc1nc(C)cc(C)c1C#N	9	0.53	-1.3	0.13	3	-4	0.9	27	-0.28
Cc1ccc2c(c1)c(C)c(C)n2CC(O)CN1CCOCC1 (configuration not stated)	/	-0.45	/	-0.038	/	/	/	17	0.067
Cc1ccc2nc(-c3ccccn3)oc2c1	15	0.22	0.1	0.001	3	-13	0.9	-17	-4.6
COc1cc(NC(=O)CC(C)C)ccc1NC(=O)c1ccco1	-3	-0.45	0.2	0.054	3	-19	0.9	-43	-1.2
C=CCSc1nnc(NC(=O)CSc2nc(CCC)cc(=O)[nH]2)s1	3	3.9	-0.9	-0.072	-1	4	1	-6	/
c1cc2[nH]snc2c2nc(C3CC3)nc12	4	0.3	-1.4	0.69	4	51	1	17	-0.27
COc1ccccc1C(=O)Nc1cccc(N(C)S(C)(=O)=O)c1	1	0.042	-1.1	0.37	-2	0	1	19	-0.4
O=C(CSc1nc(Nc2ccccc2)nc(N2CCOCC2)n1)N1CCc2ccccc21	0	0.16	0.0	0.23	2	/	0.9	12	1.2
O=C(COc1ccc(F)cc1)Nc1ccc(-n2cnnn2)cc1	7	-0.37	-0.8	-0.16	7	-6	0.9	11	-2.4
CCOc1cccc(-c2nnc3sc(C4CCCCC4)nn23)c1	/	-0.16	7.4	-0.92	10	42	0.8	/	/
CC(C)(C)NC(=O)C(c1ccccc1F)N(Cc1ccco1)C(=O)c1csnn1 (configuration not stated)	-2	0.98	0.7	-0.021	13	-9	1	-6	-0.28
O=S(=O)(Nc1cnc2ccccc2c1)N1CCCCCC1	17	-2.5*	-1.3	-1.6	/	10	0.8	1	0.35
COc1cccc(C(=O)NCC(=O)n2nc(C)cc2C)c1	/	-0.3	-3.1	-0.033	-6	-6	0.9	/	/
O=C(CN1C(=O)CC(c2ccccc2)=Nc2ccccc21)NCc1ccco1	7	-0.39	-0.8	-0.57	9	14	0.9	14	-0.42
CCOc1ccc(C2N(c3ccc(F)cc3)C(=O)C3CCCN32)cc1OC (configuration not stated)	-2	-1.2	-1.5	-0.76	10	-1	0.9	-5	0.79
CCc1nnc(NC(=O)CN2CCN(c3ccccc3OC)CC2)s1	/	0.13	/	0.26	7	/	1	7	2.4
NC(=O)C1(N2CCCCC2)CCN(c2ccc3nnc(-c4ccccc4)n3n2)CC1	-4	-0.07	-0.6	-0.45	7	-12	0.9	7	11*
[N-]=[N+]=CC(=O)C(Cc1ccccc1)N1C(=O)c2ccccc2C1=O (configuration not stated)	-2	-0.36	-1.5	0.32	3	-9	0.9	10	-0.62
(further entries)
SMILES	Jurkat tox 60K	M1 agonist	S1P3 ag	M1 antagonist	Ec RNAP inh	S1P1 ag pot	TNAP act mid DEA	HEK293 NFkB inh	D1 mod
COC(=O)Cn1c(=O)cnc2ccccc21	-2	0.77	-0.1	0.58	5	13	0.9	1	/
CCOC(=O)CC(N)c1ccc2c(c1)OCO2 (configuration not stated)	0	0.11	-0.4	0.79	-6	-7	0.9	16	/
CCOC(=O)C1C(=O)CC(C)(O)C(C(=O)OCC)C1c1cccc(OC)c1 (configuration not stated)	0	0.38	-0.8	0.3	12	-32	0.9	12	/
O=C(c1ccc2c(c1)OCCO2)C1CCN(C(=O)c2ccc(F)cc2)CC1	14	-0.39	-1.1	0.3	8	12	0.8	30	-0.21
Cc1cccc2sc(NC(=O)CCNS(=O)(=O)c3cccc4nonc34)nc12	/	1.6	/	-0.57	2	/	1	16	-0.059
Cc1ccc(NC(=O)CCc2c(C)nc3ncnn3c2C)cc1	0	0.019	-0.7	0.86	2	3	0.9	8	-0.25
O=C(CN1CCCN(Cc2ccc(F)cc2Cl)C1=O)NCc1ccccc1	10	-1.8	-0.3	1.6	2	6	1	10	0.65
CC1=C(C(N)=O)C(c2cccs2)n2nc(-c3cccc(C)c3)nc2N1 (configuration not stated)	-6	0.74	-0.4	-1.1	5	0	1	4	2.8
COC(=O)c1cccc(NC(=O)CN2CCN(Cc3ccccc3)CC2)c1	4	-0.038	-0.8	0.86	2	13	0.9	-3	/
Cc1cccnc1NC(=O)c1c(O)c2ccccc2n(C)c1=O	3	-0.25	-0.9	0.43	9	-5	1	16	-0.91
Cc1ccc2nc(N3CCN(C)CC3)c(C#N)cc2c1	-3	0.035	0.2	0.24	4	-9	0.9	10	-1.1
CN1/C(=C\C(=O)COC(=O)Cn2nnc(-c3ccccc3)n2)C(C)(C)c2ccccc21	12	-0.64	-0.3	-0.85	10	19	0.9	4	-0.65
CCCC1Cc2c(sc3ncnc(N)c23)CO1 (configuration not stated)	/	0.29	-2.1	-2.8	6	-10	0.8	/	3.8
O=C1NCCCC1C(=O)N1CCN(C(=O)C2CCCNC2=O)CC1 (configuration not stated)	3	-0.39	-0.7	0.13	-6	15	1	13	-0.5
Cc1nnc(NC(=O)c2c(F)c(F)c(F)c(F)c2F)s1	5	0.061	2.1	0.28	/	15	1	20	/
COc1ccc(OC)c(S(=O)(=O)N2CCC(C(=O)Nc3cccc(C)c3C)CC2)c1	-2	-0.52	-1.6	-0.84	3	-15	1	0	-1.1
Cc1ccc(-n2nc3c(c2NC(=O)c2ccc(S(=O)(=O)N4CCOCC4)cc2)CSC3)c(C)c1	4	0.78	-0.4	0.044	4	-33	0.9	10	-1.4
O=C(NCc1ccccn1)C1CCN(S(=O)(=O)c2ccccc2)CC1	/	0.039	/	-2.6	0	/	0.9	6	/
O=C(NCc1ccccc1)C1CCCN(S(=O)(=O)c2cccnc2)C1 (configuration not stated)	-3	0.33	-0.4	0.36	8	-10	0.9	-2	-0.014
CCOC(=O)N1CCC(NC(=O)C2CCCN2C(=O)OCc2ccccc2)CC1 (configuration not stated)	1	3.3	0.3	-0.17	0	-51	0.9	12	0.088
CCCNC(=O)N1CCN(S(=O)(=O)c2ccc(C)cc2)CC1	0	0.055	-0.9	0.29	5	0	/	12	-0.026
Cc1ccc(-n2nnc3c(=O)n(CC(=O)N4CCOCC4)cnc32)cc1	1	-1.1	-1.3	-0.83	2	0	1	21	/
CC(C)(C)c1cc(NC(=O)C2CCCO2)no1 (configuration not stated)	-5	-1.6	-0.2	-0.39	3	-21	0.9	10	0.31
Cc1cccc(CSc2nnc(-c3ccco3)n2C)c1	2	0.65	-0.1	0.63	3	-29	1	8	0.044
COc1ccc(CCNC(=O)c2ccncc2)cc1OC	4	-0.31	-1.8	-0.031	8	-10	0.9	4	0.076

5 compounds from above, sorted by molecular weight, largest number first:
SMILES	Jurkat tox 60K	M1 agonist	S1P3 ag	M1 antagonist	Ec RNAP inh	S1P1 ag pot	TNAP act mid DEA	HEK293 NFkB inh	D1 mod
CN1/C(=C\C(=O)COC(=O)Cn2nnc(-c3ccccc3)n2)C(C)(C)c2ccccc21	12	-0.64	-0.3	-0.85	10	19	0.9	4	-0.65
O=C(NCc1ccccn1)C1CCN(S(=O)(=O)c2ccccc2)CC1	/	0.039	/	-2.6	0	/	0.9	6	/
CCCNC(=O)N1CCN(S(=O)(=O)c2ccc(C)cc2)CC1	0	0.055	-0.9	0.29	5	0	/	12	-0.026
Cc1cccnc1NC(=O)c1c(O)c2ccccc2n(C)c1=O	3	-0.25	-0.9	0.43	9	-5	1	16	-0.91
Cc1ccc2nc(N3CCN(C)CC3)c(C#N)cc2c1	-3	0.035	0.2	0.24	4	-9	0.9	10	-1.1

(continued)
SMILES	Jurkat tox 60K	M1 agonist	S1P3 ag	M1 antagonist	Ec RNAP inh	S1P1 ag pot	TNAP act mid DEA	HEK293 NFkB inh	D1 mod
COc1ccc(OC)c(S(=O)(=O)Nc2ccc(CC(=O)O)cc2)c1	-1	-0.26	-0.3	0.93	4	-20	0.9	-11	0.032
O=C(c1noc2c1CCc1ccccc1-2)N1CCc2ccccc2C1	-5	/	-0.6	/	3	18	0.8	0	-0.62
C=CCn1cnc2c(c1=O)c1nc3ccccc3nc1n2-c1ccc(Cl)cc1	/	-0.27	-3.8	0.2	-11	10	1	/	2.2
COc1ccc(N2CCN(C(=O)C(CCSC)N=C3NS(=O)(=O)c4ccccc43)CC2)cc1 (configuration not stated)	3	-0.89	0.3	-0.18	-2	7	0.9	-3	0.25
CN(CC(=O)NC1CCCc2ccccc21)S(=O)(=O)c1ccc2c(c1)c(=O)n(C)c(=O)n2C (configuration not stated)	1	1.2	-0.5	-1.8	2	-6	1	9	0.19
Cc1ccc(N2C(=O)c3n[nH]c(C)c3C2c2ccccn2)cc1 (configuration not stated)	-14	-0.34	-0.5	0.15	4	-10	1	-8	-0.17
COC(=O)c1sccc1NC(=O)C1CC2CCC1C2 (configuration not stated)	3	0	0.3	0.8	10	-8	0.9	-7	1.7
CCOC(=O)N1CCN(C(=O)COc2ccc3c(c2)C(=O)CC2(CCN(C(C)=O)CC2)O3)CC1	-1	-0.3	-1.4	0.58	-8	-16	0.9	17	0.4
Nn1c(SCC(=O)N2CCCCC2)nnc1-c1ccncc1	0	0.93	-0.3	-0.12	7	/	0.9	3	-0.31
COc1cc(C2C(C#N)=C(N)Oc3c2oc(CO)cc3=O)cc(OC)c1OC (configuration not stated)	-2	0.25	0.4	-0.09	9	10	0.9	13	0.25
O=C(NCc1cccnc1)C1CCCN(S(=O)(=O)c2ccc(Br)cc2)C1 (configuration not stated)	1	0.083	-1.2	-0.32	3	/	1	12	1.1
COc1cc(CO)cc(-c2cc(CO)cc(OC)c2OC)c1OC	-7	-0.077	0.1	0.72	11	-14	0.8	6	-0.056
CN1CC(=O)N(C)c2ncn(Cc3ccccc3)c2C1=O	2	0.026	-0.9	-0.012	-3	-22	0.9	8	-0.21
Cc1ccc2c(c1)cc(CN(Cc1cccs1)C(=O)c1ccco1)c1nnnn12	2	0.038	0.1	-0.34	5	-20	0.9	10	/

Look-ups from the entries so far:
In M1 agonist, [N-]=[N+]=CC(=O)C(Cc1ccccc1)N1C(=O)c2ccccc2C1=O (configuration not stated) shows -0.36
In D1 mod, Cc1ccc(NC(=O)CCc2c(C)nc3ncnn3c2C)cc1 shows -0.25

The order is random. Share with any hit: about 12%.
